# Screening data deposited in PubChem by PCMD.
# Yeast tox: Compounds toxic to wild-type S. cerevisiae growth; A595 turbidity, 16 h; growth inhibition, % at 25 µM (by protocol); 30,000 compounds, 0.3% hits; AID 685;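 active means mutant and wild-type yeast strains alike exhibit over 30% growth inhibition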;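 further: 0% = untreated cell controls and 100% = YPD media blanks without cells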
#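 Schedule: 16 h growth with compound, 30 °C. System: yeast, wild-type or eIF2Bepsilon-R284H mutant. Doses: one dose, 25 µM compound[…]. Buffer or medium: YPD. Signal: turbidity measured as absorbance at 595 nm. Read-out basis: growth inhibition (%) versus cell controls and blanks.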
# eIF2B yeast act: eIF2B (yeast) activity modulation. AID 688. S. cerevisiae eIF2B-epsilon R284H, GCN4-lacZ luminescence. inhibition, % at 25 µM (by protocol). 27,000 compounds, 0.91% hits;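 active means mutant luminescence inhibited past about 50% while wild type luminescence and mutant growth stay under set limits, limit read from the data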; further: some compounds called inactive have numbers as strong as hits
#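 Material – yeast eIF2B-epsilon R284H mutant carrying GCN4–beta-galactosidase fusion · Medium – YPD yeast growth medium · Compound – one concentration, 25 µM, 0.25% DMSO · Times – 16 h at 30 °C exposure · Signal – Beta-Glo luminescence plus absorbance at 595 nm · Read-out – % inhibition of reporter signal and growth versus controls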
# Yeast tox inhibition %: recorded beside Yeast tox, whose call it bears; growth inhibition, %; S. cerevisiae eIF2Bepsilon-R284H mutant growth, A595 turbidity, 16 h;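 each compound tested once at 25 µM; 0% equals untreated cells and 100% equals cell-free medium blanks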
# eIF2B yeast act mutant toxicity: second read-out of eIF2B yeast act, no call of its own (marks repeat the call); growth inhibition, %; measured here: mutant yeast growth, toxicity;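 each compound tested once at 25 µM; zero equals untreated control growth and 100 equals blank medium absorbance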
# * = called active by the depositor; . = not tested or not shown. An excerpt; rates above refer to the full screens.
# A first look:
SMILES,Yeast tox,Yeast tox inhibition %,eIF2B yeast act,eIF2B yeast act mutant toxicity
COc1cc(OC)c(N(C)C(=O)CCNC(=O)Cn2cnc3ccccc3c2=O)cc1Cl,22,-4,19,-4
CC(=O)CC(C)(C)S(=O)(=O)c1ccc(Oc2ccc(S(=O)(=O)C(C)(C)CC(C)=O)cc2)cc1,-4,-10,16,-10
O=C(c1cccs1)c1cn(CC(=O)N2CCc3ccccc3C2)c2ccccc12,2,-9,18,-9
Cc1ccc2nc3c(cc(C(=O)NCCCn4ccnc4)n3C)c(=O)n2c1,5,-4,27,-4
O=S(=O)(CCc1nnc(-c2ccc(Br)cc2)o1)c1ccc(Cl)cc1,-1,5,11,5
Cc1ccc2[nH]c(C)c(CN(C)C3CCN(C)CC3)c(=O)c2c1,-3,-24,14,-24

# Results, from the start:
SMILES,Yeast tox,Yeast tox inhibition %,eIF2B yeast act,eIF2B yeast act mutant toxicity
COc1cc(OC)c(N(C)C(=O)CCNC(=O)Cn2cnc3ccccc3c2=O)cc1Cl,22,-4,19,-4
CC(=O)CC(C)(C)S(=O)(=O)c1ccc(Oc2ccc(S(=O)(=O)C(C)(C)CC(C)=O)cc2)cc1,-4,-10,16,-10
O=C(c1cccs1)c1cn(CC(=O)N2CCc3ccccc3C2)c2ccccc12,2,-9,18,-9
Cc1ccc2nc3c(cc(C(=O)NCCCn4ccnc4)n3C)c(=O)n2c1,5,-4,27,-4
O=S(=O)(CCc1nnc(-c2ccc(Br)cc2)o1)c1ccc(Cl)cc1,-1,5,11,5
Cc1ccc2[nH]c(C)c(CN(C)C3CCN(C)CC3)c(=O)c2c1,-3,-24,14,-24
N#CC1=C(N)N2C(=C(C#N)C1c1ccccc1)Sc1ccccc12 (centres undefined),7,3,14,3
Cc1ccc(CNc2ccc3c(c2)OCO3)cc1,10,-9,27,-9
Cc1cccc(OCC(=O)NCC(=O)n2nc(C)cc2C)c1,5,24,13,24
Cc1ccc2nc(-c3ccccc3Cl)cc(C(=O)Nc3cc(C)on3)c2c1,-19,27,-15,27
C=CCN=C(NC#N)SCC(=O)NC(C)(C)C,18,-15,19,-15
Cn1c(SCC(=O)CC(=O)Nc2ccccc2)nnc1-c1ccc(O)cc1,8,0,29,.
Cc1nc(NNC(=O)c2ccc(Cl)cc2Cl)cc(-c2ccccc2)n1,-16,0,20,.
N=c1c(S(=O)(=O)c2ccc(Cl)cc2)cc2c(=O)n3ccccc3nc2n1CCN1CCOCC1,6,-24,35,-24
COc1ccc(Cl)cc1S(=O)(=O)N1CCN(CC(=O)C(C)(C)C)CC1,3,3,38,3
O=C(NCc1ccccc1Cl)C1CCN(S(=O)(=O)N2CCCCCC2)CC1,-9,8,11,8
CCOc1ccc(NC(=O)NCCCN2CCCC2)cc1,17,10,2,10
COc1ccccc1N1CCN(C(=O)c2cc3sccc3n2C)CC1,-29,-5,14,-5
C=CCn1cc(C(=O)NCCCOC)c(=O)c2cc(S(=O)(=O)N(CC)CC)ccc21,-6,18,.,.
CC(C)Oc1ccc(NC(=O)CCC(=O)O)cc1,38,27,13,27
COC(=O)CSc1nnc(CNS(=O)(=O)c2ccc(C)cc2)n1C,-9,3,24,3
O=C(O)c1[nH]c2ccccc2c1-c1ccccc1,6,12,14,12
Cc1ccc(OCC(=O)NC2CCS(=O)(=O)C2)cc1 (centres undefined),8,3,12,3
Cc1nnc(SCc2nc3ccccc3s2)n1-c1ccccc1,-2,0,.,.
COc1cccc(C2C(C(=O)c3cccs3)=C(O)C(=O)N2c2cc(C)on2)c1 (centres undefined),6,0,19,.

# As entered above:
# Cc1ccc2[nH]c(C)c(CN(C)C3CCN(C)CC3)c(=O)c2c1 | eIF2B yeast act = 14
# O=C(O)c1[nH]c2ccccc2c1-c1ccccc1 | Yeast tox inhibition % = 12
# O=S(=O)(CCc1nnc(-c2ccc(Br)cc2)o1)c1ccc(Cl)cc1 | Yeast tox = -1
# CC(C)Oc1ccc(NC(=O)CCC(=O)O)cc1 | eIF2B yeast act mutant toxicity = 27
# Cc1ccc(OCC(=O)NC2CCS(=O)(=O)C2)cc1 (centres undefined) | eIF2B yeast act mutant toxicity = 3
# Cc1nc(NNC(=O)c2ccc(Cl)cc2Cl)cc(-c2ccccc2)n1 | Yeast tox inhibition % = 0

# (cont.)
SMILES,Yeast tox,Yeast tox inhibition %,eIF2B yeast act,eIF2B yeast act mutant toxicity
O=C(CCS(=O)(=O)c1cccs1)N1CCCC1,21,-26,14,-26
CC1(C)C(=O)Nc2ccccc2N1C(=O)COc1ncnc2c(Cl)cc(Cl)cc12,21,-14,9,-14
Clc1ccsc1-c1ccc2ccccc2n1,13,-2,20,-2
CCN(CC)C(=O)Cc1cc(C(=O)O)c2ccccc2n1,13,0,.,.
COc1ccc2cc(C(c3nnnn3C3CCCC3)N3CCCCCC3)c3nnnn3c2c1 (centres undefined),-25,-17,6,-17
CC(C)(C)C(=O)CSc1nc2ncc(Br)cc2[nH]1,11,26,14,26
Cc1n[nH]c(C)c1Cc1ccc(C(=O)O)cc1,6,0,2,.
Cc1cc(C)nc(N(C#N)CN2C(=O)c3ccccc3S2(=O)=O)n1,.,.,-13,.
O=C(CSc1ncc(-c2ccccc2)n1CC1CCCO1)N1CCCCC1 (centres undefined),9,0,12,.
CCOC(=O)c1sc(/N=C/Nc2nc(C)c(C(=O)OCC)s2)nc1C,6,2,26,2
COc1ccc(N2CCN(C(=O)NC34CC5CC(CC(C5)C3)C4)CC2)cc1,0,5,13,5
Cc1ccc(SCC(=O)c2cc(C)c(OC(=S)N(C)C)c(C)c2)cc1,-1,9,23,9
Cn1cnnc1SCC(=O)N(Cc1ccc2c(c1)OCO2)C1(C(=O)NC2CCCCC2)CCCC1,16,12,16,12
CC(=O)Oc1cc2oc(=O)cc(C)c2cc1OC(C)=O,-11,-16,-78,-16
Cc1ccccc1C(OCC(O)CN1CCCCC1CCO)c1ccccc1 (centres undefined),-9,-21,22,-21
CC(=O)Nc1cccc(NC(=O)c2cc(C)on2)c1,-3,4,25,4
O=C(COc1ccccc1)NC(=S)Nc1ccc2c3c(cccc13)CC2,-10,4,35,4
CCN(CC)S(=O)(=O)c1cccc2cc(C(=O)O)c(O)cc12,17,7,6,7
CC(=NCCCn1ccnc1)c1c(O)n(Cc2ccccc2)c(=O)[nH]c1=O,17,9,5,9
CC(C)Oc1ccc(C2CC(=O)NC3=C2C(=O)CCC3)cc1 (centres undefined),4,-23,23,-23
Cc1cc(=O)[nH]c2c1c(=O)[nH]n2C1CC(C)N(C)CC1C (centres undefined),38,4,12,4
CCCCCNc1nc(N2CCCC2)c2c(c1C#N)CCN(C)C2,-4,3,22,3
Cc1ccc(Cn2ccc(=O)c(OCc3c(Cl)cccc3Cl)c2C)cc1,4,0,21,.
CCCOCC1CC2(CC(C)(c3csc(N)n3)OC2=O)C(=O)O1 (centres undefined),.,.,61*,.
c1ccc2c(c1)ncn2-c1ncnc2sc3c(c12)CCCC3,-11,-36,35,-36

# Random excerpt: 3 compounds from above.
SMILES,Yeast tox,Yeast tox inhibition %,eIF2B yeast act,eIF2B yeast act mutant toxicity
Cc1ccc(Cn2ccc(=O)c(OCc3c(Cl)cccc3Cl)c2C)cc1,4,0,21,.
O=C(COc1ccccc1)NC(=S)Nc1ccc2c3c(cccc13)CC2,-10,4,35,4
COc1ccc(N2CCN(C(=O)NC34CC5CC(CC(C5)C3)C4)CC2)cc1,0,5,13,5

# (next part)
SMILES,Yeast tox,Yeast tox inhibition %,eIF2B yeast act,eIF2B yeast act mutant toxicity
O=C(c1cccs1)N(Cc1ccco1)c1nc(-c2ccc(F)cc2)cs1,.,.,-4,.
O=C(c1ccccc1Br)N1CCN(c2ccccc2)CC1,-13,-8,26,-8
CS(=O)(=O)N1CCc2cc(C(=O)N3CCOCC3)ccc21,14,-5,-1,-5
Cc1noc(C)c1C(=O)OCC(=O)NC(=O)NC12CC3CC(CC(C3)C1)C2,-33,5,20,5
CCCc1cc(=O)[nH]c(SCCOC(=O)c2ccccc2)n1,30,15,.,.
N#Cc1cccc(C(c2nnnn2C2CCCC2)N2CCC(Cc3ccccc3)CC2)c1 (centres undefined),-4,-6,22,-6
Cc1nnc(SCc2ccccc2F)n1NCc1cccs1,3,-5,.,.
Cc1cc2c(C)nc(Cc3ccccc3)nc2o1,15,5,2,5
CCN(C(=O)c1cccc(F)c1)c1ccccc1C,-11,-4,1,-4
CC(=O)Nc1ccc(S(=O)(=O)N2CCN(Cc3ccccn3)CC2)cc1,-1,5,.,.
Cc1cc(C)nc(Sc2ccc3nnnn3n2)n1,21,14,.,.
O=C(CSc1nnc(Cc2cc(=O)[nH]c(=O)[nH]2)n1-c1ccc(Cl)cc1)NCC1CCCO1 (centres undefined),18,-7,22,-7
CN1C(=O)C(CC(N)=O)N(NC(=O)c2ccc(Cl)cc2)C1=S (centres undefined),34,10,26,10
CCCNC(=O)CCc1c(C)nc2nc(-c3cc(OC)cc(OC)c3)nn2c1C,3,27,22,27
CC(=O)Nc1ccc(S(=O)(=O)N2CCN(C(=O)c3ccccc3F)CC2)cc1,22,-5,-3,-5
CCOC(=O)N1CCN(C(=O)C2CC(c3cc(OC)ccc3OC)=NO2)CC1 (centres undefined),9,3,.,.
CCOC(=O)c1ccc(S(=O)(=O)N2CCN(C)CC2)cc1,6,19,-35,19
CCCN(c1nc(C)cc(OC)n1)S(=O)(=O)c1ccccc1,15,14,13,14
CC(C)NC(=O)Cn1nc(C(F)(F)F)c2c1CCC2,13,4,16,4
CC(=O)c1ccc(N2CCN(C(=O)C3CCCN(S(=O)(=O)c4cnc[nH]4)C3)CC2)cc1 (centres undefined),19,23,-17,23
CCCc1cc(-c2ccc(O)c(OCC)c2)c(C#N)c(N)n1,20,12,17,12
Cc1nn(C)cc1CNC(=O)Nc1ccc(Cl)c(Cl)c1,2,8,17,8
COc1ccc(C(=O)c2c(C(F)(F)F)oc3c2C(=O)c2ccccc2C3=O)cc1OC,-2,3,9,3
COc1ccccc1NC(=O)CN1CCN(c2ccc(Cl)cc2)CC1,28,7,16,7
Cc1ccc(Oc2cc(C)nc(-c3ccccc3O)n2)cc1,2,-14,19,-14

# New compounds follow
SMILES,Yeast tox,Yeast tox inhibition %,eIF2B yeast act,eIF2B yeast act mutant toxicity
O=C(Cc1ccc(Br)cc1)NC1CCCCC1,0,14,24,14
CCN(CC)CCNC(=O)Cc1c(C(=O)O)n(CC)c2ccccc12,15,-4,24,-4
CC1=C(C(=O)Nc2ccc(C)cc2)C(c2ccc(C)o2)C2=C(CC(C)(C)CC2=O)N1 (centres undefined),3,6,23,6
Clc1ccccc1CN(Cc1ccco1)Cc1nnnn1C1CCCC1,1,23,-6,23
CCOC(=O)c1c(NC(=O)c2csc(C)c2)sc(C(C)=O)c1C,8,11,.,.
CCN(CC)CCN1C(=O)C(O)=C(C(C)=O)C1c1ccccc1 (centres undefined),2,-23,0,-23
COc1ccc(-c2cc(C(F)(F)F)nc(NCc3cccnc3)n2)cc1,15,26,.,.
N#Cc1c(N)nc(SCC(=O)NCc2ccc3c(c2)OCO3)c(C#N)c1-c1cccs1,-9,-21,25,-21
CCCN(CCC)S(=O)(=O)c1ccc(C(=O)N2CCOCC2)cc1,24,8,20,8
Nc1nc(C2CCCN2S(=O)(=O)c2ccc(Cl)cc2)cs1 (centres undefined),20,21,14,21
Cc1cc(OC(=O)CNC(=O)OC(C)(C)C)c2c(C)cc(=O)oc2c1,-5,-9,.,.
CCOC(=O)C1CCCN(CC(=O)Nc2c(C(=O)OC)[nH]c3ccc(Cl)cc23)C1 (centres undefined),15,-3,18,-3
COc1ccc(C(=O)CSc2nnc(C3CC3)n2N)cc1,19,16,.,.
C=CCN1C(=O)C(CC(=O)Nc2ccc(C)cc2)SC1=Nc1c(C)n(C)n(-c2ccccc2)c1=O (centres undefined),6,5,.,.
Cc1ccc(C(=O)Nc2ccccc2OC(F)F)cc1,10,-7,0,-7
Cc1ccc(S(=O)(=O)NCCC(=O)Nc2nnc(C3CC3)s2)cc1C,18,-2,25,-2
COCCn1c(-c2ccc(OC(F)(F)C(F)C(F)(F)F)cc2)nc2c1c(=O)[nH]c(=O)n2CC(C)C (centres undefined),11,17,.,.
Cc1ccc(S(=O)(=O)NC(=O)COc2ccccc2C)cc1,6,11,-10,11
